Bioassay records (PubChem BioAssay)
LRH-1 inv ag = LRH-1 (NR5A2) inverse agonists, primary screen, cell-based, luminescence, HEK293T, StAR-luciferase reporter; AID 602396, 2012; LRH-1 transfected, 24 h; actives 0.13% (n = 360,000); inhibition, % at 3.6 µM;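 active means inhibition above the mean inhibition of all tested compounds plus 3 SD, cut at about 73% in these data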;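 further: 0% = DMSO wells and 100% = reporter-only cells lacking LRH-1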
NR2F2 inh = NR2F2 transcriptional activity inhibitors, primary screen, cell-based, luciferase reporter, HEK293T, luminescence | COUP transcription factor 2 (Homo sapiens), P24468 | HEK293T NGFI-A luciferase reporter | inhibition, % at 8.6 µM | actives 0.7% (n = 370,000) | AID 686940, 2013;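 active means inhibition above a per-plate cutoff, mean inhibition of test wells between control levels plus 3 SD, cut at about 38% in these data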;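 further: cells cotransfected with COUP-TFII expression vector driving the NGFI-A reporter; 0% = median of COUP-TF2 test wells and 100% = reporter-only cells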
SRC1 inh = SRC1 coactivator transcriptional activity inhibitors, primary screen, cell-based, luminescence | actives 0.12% (n = 360,000) | Nuclear receptor coactivator 1 (Homo sapiens), Q15788 | HEK293 GAL4-SRC1 luciferase reporter | inhibition, % at 3.6 µM;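 active means inhibition above the campaign mean plus 3 SD, with each screening campaign given its own cutoff, cut at about 60% in these data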;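 further: 0% = DMSO treated cells and 100% = gossypol at 36 µM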
NCOA3 inh = SRC3 coactivator transcriptional activity inhibitors, primary screen, cell-based, luminescence; HEK293 GAL4-SRC3 luciferase reporter; inhibition, % at 3.6 µM; actives 0.17% (n = 360,000); AID 588352, 2011;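 active means inhibition above a per-campaign cutoff, the mean of all compounds plus 3 SD, cut at about 60% in these data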;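 further: 0% = DMSO-treated cells and 100% = gossypol-treated cells at 36 µM; higher means less SRC3-driven luciferase light from the GAL4 reporter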
Target sequence (Q9Y6Q9 whole entry, looked up, the tested form may be a part): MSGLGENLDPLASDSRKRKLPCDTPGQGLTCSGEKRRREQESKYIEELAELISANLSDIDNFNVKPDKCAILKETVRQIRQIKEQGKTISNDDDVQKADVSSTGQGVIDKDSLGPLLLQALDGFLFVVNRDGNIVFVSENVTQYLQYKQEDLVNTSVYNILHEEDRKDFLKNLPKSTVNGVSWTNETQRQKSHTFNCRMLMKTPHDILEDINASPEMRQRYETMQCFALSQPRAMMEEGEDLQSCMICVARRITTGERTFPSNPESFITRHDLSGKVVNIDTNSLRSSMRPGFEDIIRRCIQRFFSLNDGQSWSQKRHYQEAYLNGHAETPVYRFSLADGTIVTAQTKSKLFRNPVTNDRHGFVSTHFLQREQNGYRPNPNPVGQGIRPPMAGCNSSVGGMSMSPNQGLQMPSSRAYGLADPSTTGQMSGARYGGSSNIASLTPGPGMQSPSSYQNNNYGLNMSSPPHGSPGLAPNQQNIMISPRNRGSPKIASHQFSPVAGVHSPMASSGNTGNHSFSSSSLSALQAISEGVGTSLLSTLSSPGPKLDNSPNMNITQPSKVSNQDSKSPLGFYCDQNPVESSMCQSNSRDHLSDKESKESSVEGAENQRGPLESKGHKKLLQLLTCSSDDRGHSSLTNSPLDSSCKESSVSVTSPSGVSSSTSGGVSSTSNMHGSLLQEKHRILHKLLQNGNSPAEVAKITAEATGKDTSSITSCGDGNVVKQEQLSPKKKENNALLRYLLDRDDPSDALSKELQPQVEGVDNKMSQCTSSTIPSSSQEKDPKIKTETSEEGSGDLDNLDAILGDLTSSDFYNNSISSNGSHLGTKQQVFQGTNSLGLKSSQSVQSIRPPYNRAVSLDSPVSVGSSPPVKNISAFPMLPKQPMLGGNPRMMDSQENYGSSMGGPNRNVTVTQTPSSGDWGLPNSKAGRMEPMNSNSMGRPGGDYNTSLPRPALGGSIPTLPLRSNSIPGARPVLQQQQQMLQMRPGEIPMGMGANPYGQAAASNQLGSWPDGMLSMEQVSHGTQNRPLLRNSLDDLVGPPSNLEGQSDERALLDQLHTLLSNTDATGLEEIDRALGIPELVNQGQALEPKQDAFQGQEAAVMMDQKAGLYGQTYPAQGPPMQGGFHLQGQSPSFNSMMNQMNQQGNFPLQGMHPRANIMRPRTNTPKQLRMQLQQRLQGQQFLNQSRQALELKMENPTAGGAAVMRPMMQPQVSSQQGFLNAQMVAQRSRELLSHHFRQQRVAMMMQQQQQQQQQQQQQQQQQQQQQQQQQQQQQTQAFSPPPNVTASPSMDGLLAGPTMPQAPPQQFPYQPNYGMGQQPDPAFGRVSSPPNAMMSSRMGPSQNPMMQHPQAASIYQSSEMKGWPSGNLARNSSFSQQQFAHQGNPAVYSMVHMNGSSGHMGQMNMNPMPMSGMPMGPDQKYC
KKLEB cytotox = cytotoxicity in KKLEB CF airway cells, primary screen, cytotoxicity control for CF NF-kB inhibitor project, cell-based, uHTS, fluorescence assay plates. KKLEB CF airway cells viability, ATPlite luminescence, overnight; active compounds read low; cells stimulated with P. aeruginosa culture filtrate. AID 602141, 2011. actives 0.36% (n = 360,000). activity change (cytotoxicity), % at 5 µM;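 active means corrected activity change at or below -50% at 5 µM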
Shn3 3UTR inh = reduction of Shn3 3'UTR firefly luciferase signal, primary screen, Schnurri-3 inhibitor project, cell-based, Clone20 osteoblasts, set 2. actives 0.52% (n = 360,000). Clone20 osteoblast Shn3 3'UTR firefly luciferase, 24 h. inhibition, % at 12.5 µM;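 active means mean inhibition of at least 75% with every replicate also reaching 75%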;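 further: 0% = median of neutral control wells and 100% = pilot-screen positive control compound; some compounds past the cut are filed as inactive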
EBV LMP1 NFkB = EBV LMP1-driven NF-kappaB luciferase reporter inhibitors, primary screen, cell-based, luminescence, single point; LMP1-induced NF-kappaB luciferase reporter cells; actives 0.69% (n = 350,000); inhibition, % at 12.5 µM; in the data active means inhibition above about 41%;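 further: 0% = neutral control wells and 100% = reference inhibitor control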
TROY NFkB inh = inhibitors of TROY-driven NF-kB signaling, primary screen, Q293 LMP1-TROYcd cells, NF-kB luciferase, uHTS; actives 0.98% (n = 360,000); inhibition, % at 10 µM; AID 1347056, 2019; Q293 LMP1-TROYcd NF-kB luciferase reporter, 4 h;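 active means compounds whose plate-normalised and pattern-corrected inhibition of the luciferase reporter signal at the single screening dose is 50% or more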
TWEAK Fn14 block = inhibitors of TWEAK-Fn14 signaling, primary screen, luciferase reporter cells, uHTS | actives 2% (n = 360,000) | TWEAK-stimulated Fn14 reporter cells, luciferase luminescence, 8 h | inhibition, % at 10 µM; in the data active means inhibition above about 50%
C8 TRAIL sens = viability loss with TRAIL in NB7+C8 cells, primary screen, TRAIL sensitizer project, cell-based, ATPlite luminescence | inhibition (viability loss, TRAIL sensitization), % at 10 µM | actives 1% (n = 360,000);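 active means compounds causing at least 50% loss of cell viability in the single-dose screen, relative to plate controls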
CF NFkB inh = inhibitors of PAF-induced NF-kB signaling, primary screen, cell-based, GFP fluorescence, uHTS; actives 0.86% (n = 360,000); KKLEB NF-kB-GFP reporter, GFP fluorescence overnight; inhibition, % at 5 µM; AID 588850, 2011;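 active means at least 50% inhibition at 5 µM, scaled per plate between neutral and stimulator controls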;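 further: PAF is a Pseudomonas aeruginosa culture filtrate used as stimulus; plate controls were PAF-stimulated DMSO wells for no effect and unstimulated DMSO wells for full effect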
* hit, by the source's call; nt = no result given. A portion of the library, so the mix of outcomes need not match the whole.

SMILES	LRH-1 inv ag	NR2F2 inh	SRC1 inh	NCOA3 inh	KKLEB cytotox	Shn3 3UTR inh	EBV LMP1 NFkB	TROY NFkB inh	TWEAK Fn14 block	C8 TRAIL sens	CF NFkB inh
Cc1cc(C(F)(F)F)n2nc(-c3cccs3)cc2n1	-14	-25	-50	-22	0	-62	-18	-32	-18	-9	-17
Cc1ccc(C(=O)NCC(=O)OCC(=O)Nc2ccc(Cl)cc2C(F)(F)F)cc1C	7	-6	2	-1	4	11	-2	17	2	14	1
Cc1ccc(Cn2c(SCC(C)C)nc3c2c(=O)n(C)c(=O)n3C)cc1	-6	-2	-10	-5	1	19	7	7	6	-13	18
O=C(N/C(=C\c1ccco1)C(=O)N1CCCC1)c1cccs1	12	21	3	4	17	-31	1	15	24	-10	-33
CCC(=O)Nc1cc2nn(-c3ccc(OC)cc3)nc2cc1C	-77	-52	-103	-105	-4	8	22	57*	70*	59*	-3
COc1cccc2cc(C(C)N(CCCN3CCOCC3)C(=S)Nc3ccc(C)c(C)c3)oc12 (stereo unspecified)	-7	7	-2	5	-5	6	6	5	7	2	10
CCCN=C(C)c1c(-c2ccccc2)[nH]n(-c2nc3ccccc3s2)c1=O	11	-16	-3	16	-19	2	-21	-48	15	-5	0
COc1ccccc1-c1cc2ccccc2[nH]1	-114	-25	-64	-60	5	-123	-23	-53	-2	-4	-22
COCCNC(=O)C1CCCN(S(=O)(=O)c2ccc3c(c2)CC(C)N3C(=O)C2CC2)C1 (stereo unspecified)	2	-1	6	-10	-14	-4	-2	0	-35	1	-5
O=C(Nc1ccc(C(=O)N2CCOCC2)cc1)Nc1cccc(Cl)c1	-63	-6	-27	-6	-1	-7	2	-5	-9	14	3
O=C(Nc1nnc([C@H]2C[C@H](O)[C@@H](CO)O2)s1)NC(c1ccccc1)c1ccccc1	6	1	3	-18	13	13	nt	-11	2	9	-5
COC(=O)c1cc(NC(=O)c2ccccc2)c(=O)oc1/C=C/Nc1ccc(Oc2ccccc2)cc1	5	0	0	-3	-9	1	-9	-6	20	3	-198
Cc1ccc(-n2c(C)nnc2SCC(=O)Nc2ccccc2)cc1	-3	1	-2	-1	2	4	0	5	-6	-8	13
Cn1c2ccccc2c2nnc(SC3CCOC3=O)nc21 (stereo unspecified)	-7	18	6	-8	-4	14	-5	-35	0	-4	-9
O=C(CS(=O)(=O)c1c[nH]c2ccccc12)Nc1ccc2c(c1)OCCO2	-21	0	-39	-36	0	-29	-34	-20	-13	-3	-13
O=S(=O)(N/N=C\c1cccn1-c1ccccc1)c1ccc2ccccc2c1	14	1	-13	11	-11	7	3	42	-22	-1	14
Nc1ccc2c(c1)-c1ccc(F)cc1C2=O	-15	-28	-34	17	0	2	7	-31	-14	0	-32
CCOCCCNC(=O)c1ccc2c(c1)ncn2C1CCCC1	-14	-9	4	-30	-9	-8	-25	-20	-30	-5	5
CCc1ccccc1NC(=O)c1ccc(NCCc2ccccc2)c([N+](=O)[O-])c1	-10	-9	-18	16	-7	13	9	-38	0	5	-3
CC(C)CNC(=O)c1c(F)c(F)c(F)c(F)c1F	-10	-5	-10	16	-1	-5	4	1	-8	0	-1
COc1ccc(C(=O)C2CCCN(Cc3cccn3-c3cccnc3)C2)cc1OC (stereo unspecified)	21	24	2	14	3	-2	1	-5	-1	4	-14
CCOc1ccc(NC(=O)COc2nsnc2N2CCOCC2)cc1	-1	0	9	13	2	-10	-2	-1	4	-11	-3
O=C(Nc1cccc(-n2cnnn2)c1)c1ccncc1	15	4	-2	-2	6	1	-5	8	-1	18	-4
O=C(CSc1nnnn1Cc1ccccc1)Nc1ccccc1	4	0	7	9	-6	20	2	4	-31	1	10
COc1cc(C(=O)Nc2cc(C)ccn2)cc(OC)c1OC	3	-4	5	-9	7	-3	-6	2	9	-3	0
Cc1cc(C)cc(N2CCCn3c2nc2c3c(=O)[nH]c(=O)n2C)c1	-3	nt	5	-7	1	20	-6	5	-6	-10	6
COc1ccc(C(=O)NNC(=O)Nc2ccc(Cl)cc2)cc1	-12	-8	-15	10	8	14	-6	0	0	5	-12
Cc1c(CC(=O)O)c(=O)oc2c(C)c(OCc3ccc(F)cc3Cl)ccc12	8	-1	-28	14	-2	7	-4	-39	19	-1	12
O=C(OCCOCCN=C1NS(=O)(=O)c2ccccc21)c1ccc(F)cc1	10	-17	3	-1	-3	-7	-5	-3	18	-2	-15
O=C(c1cccc(-c2ccc(O)cc2)c1)N1CCN(c2ccc(F)cc2)CC1	-6	-1	2	15	-1	7	3	8	6	-4	-1
COc1ccc(NC(=O)CSc2ccccn2)cc1OC	-8	-4	-2	-4	-1	4	3	-5	-24	0	-9
COc1ccc(/C=N/NC(=O)C2CC2)c(OC)c1OC	14	-4	-26	-1	9	10	-6	2	-9	0	3
COc1ccc(C/C(N)=N/OC(=O)Cc2ccccc2)cc1OC	-8	4	-3	-7	0	-2	-3	-7	27	-15	-4
COC(=O)CSc1nc2cc(C)ccc2cc1C#N	-133	-54	-77	-80	-3	-142	-32	-45	2	56*	-45
COc1ccc(CNC(=O)c2cc(C)nc3ccccc23)cc1OC	10	-12	3	13	-12	-17	19	15	8	1	-4
Clc1ccccc1CN1CCSCC1	3	8	17	-7	6	-1	0	7	-12	-17	2
Cc1ccc(OC/C(=N\O)C(C)(C)C)c([N+](=O)[O-])c1	-69	-45	-25	-28	-2	-27	-7	-44	4	0	-1
COc1ccc(C(=O)CC(=O)c2ccc(F)cc2)cc1	-66	-26	-113	-69	3	-102	nt	-58	-40	19	1
CC(NC(=O)c1ccc(Cl)cc1)c1nnc(SCC(=O)NC2=NCCS2)n1C (stereo unspecified)	5	-11	-26	-27	-4	-15	2	9	25	0	0
Cc1cc(-c2nn(-c3ccccc3F)cc2CN2CCCC(CO)C2)c(C)s1 (stereo unspecified)	-29	-17	-3	1	-6	3	-5	12	6	-3	28
Cc1cccc(C)c1NC(=O)C(c1ccccc1)N1CCN(C/C=C/c2ccccc2)CC1 (stereo unspecified)	-10	1	-3	26	5	7	nt	15	-10	10	16
CCn1c(=O)c(=O)[nH]c2cc(C(=O)NC3CCCC3)ccc21	16	1	10	9	11	14	2	-5	-7	-5	-5
O=C(COc1ccccc1Cl)NCCCN1CCOCC1	1	16	-91	1	7	12	-8	1	0	-7	-1
CCCNC(=O)N1CCN(c2nc(C(C)C)c3c(c2C#N)CC(C)(C)OC3)CC1	-14	5	9	-10	-17	31	-28	-16	-53	9	10
O=C(CSCc1nc2ccccc2[nH]1)Nc1ccc(Oc2ccccc2)cc1	-2	7	0	0	-10	12	-29	1	13	-5	10
CN(Cc1ccccc1)C(=O)C1CCCN(Cc2ccc(Cl)cc2)C1 (stereo unspecified)	37	-5	-20	26	-4	4	-3	16	28	8	-1
CN(C(=O)c1ccc(NC(=O)Cc2cccc(NC(=O)C3CCCN(C(=O)C4CCCC4)C3)c2)cc1)C1CC1 (stereo unspecified)	-26	-4	-8	-9	6	-2	4	-7	-9	34	4
COc1ccc(N2CCN(C(=O)c3cc(N4C(=O)C5C6CCC(C6)C5C4=O)ccc3Cl)CC2)cc1 (stereo unspecified)	14	9	-8	-6	-4	9	0	9	0	2	6
Cc1c(NC2(c3nnnn3-c3ccc(Br)cc3)CCCCC2)c(=O)n(-c2ccccc2)n1C	-5	-3	9	-3	-11	-8	-1	2	-18	-5	8
CCCc1ccc(OCc2ccc(C(=O)Nc3cccc(C)n3)o2)c(OC)c1	-15	-10	-12	12	0	-19	-15	-5	4	-4	4
C[C@H](CO)N1C[C@H](C)[C@H](CN(C)C(=O)C2CC2)OCc2cnnn2CCCC1=O	4	-4	-20	13	7	-34	-2	-10	-18	-12	3
CN(CC(=O)Nc1ccccc1N1CCOCC1)CC(=O)Nc1ccc(F)c(F)c1F	2	5	1	-1	-14	7	0	22	9	-5	2
C=CCn1c(CSc2nc3ccccc3s2)nnc1SCC(=O)NCc1ccccc1	6	-12	-1	18	13	2	1	9	7	4	-3
COc1ccc(-c2csc(C)n2)cc1	-37	-23	-41	-29	0	-48	-18	-43	1	-2	-9

An excerpt of these results, with bars between the fields.
smiles | LRH-1 inv ag | NR2F2 inh | SRC1 inh | NCOA3 inh | KKLEB cytotox | Shn3 3UTR inh | EBV LMP1 NFkB | TROY NFkB inh | TWEAK Fn14 block | C8 TRAIL sens | CF NFkB inh
CCCNC(=O)N1CCN(c2nc(C(C)C)c3c(c2C#N)CC(C)(C)OC3)CC1 | -14 | 5 | 9 | -10 | -17 | 31 | -28 | -16 | -53 | 9 | 10
O=C(CSCc1nc2ccccc2[nH]1)Nc1ccc(Oc2ccccc2)cc1 | -2 | 7 | 0 | 0 | -10 | 12 | -29 | 1 | 13 | -5 | 10

Some of these compounds in order of molar mass, lowest first:
SMILES	LRH-1 inv ag	NR2F2 inh	SRC1 inh	NCOA3 inh	KKLEB cytotox	Shn3 3UTR inh	EBV LMP1 NFkB	TROY NFkB inh	TWEAK Fn14 block	C8 TRAIL sens	CF NFkB inh
COc1ccc(/C=N/NC(=O)C2CC2)c(OC)c1OC	14	-4	-26	-1	9	10	-6	2	-9	0	3
COc1cc(C(=O)Nc2cc(C)ccn2)cc(OC)c1OC	3	-4	5	-9	7	-3	-6	2	9	-3	0
COc1ccc(NC(=O)CSc2ccccn2)cc1OC	-8	-4	-2	-4	-1	4	3	-5	-24	0	-9
O=C(COc1ccccc1Cl)NCCCN1CCOCC1	1	16	-91	1	7	12	-8	1	0	-7	-1
O=C(CSc1nnnn1Cc1ccccc1)Nc1ccccc1	4	0	7	9	-6	20	2	4	-31	1	10
COc1ccc(CNC(=O)c2cc(C)nc3ccccc23)cc1OC	10	-12	3	13	-12	-17	19	15	8	1	-4
CN(Cc1ccccc1)C(=O)C1CCCN(Cc2ccc(Cl)cc2)C1 (stereo unspecified)	37	-5	-20	26	-4	4	-3	16	28	8	-1
CCCN=C(C)c1c(-c2ccccc2)[nH]n(-c2nc3ccccc3s2)c1=O	11	-16	-3	16	-19	2	-21	-48	15	-5	0
Cc1ccc(C(=O)NCC(=O)OCC(=O)Nc2ccc(Cl)cc2C(F)(F)F)cc1C	7	-6	2	-1	4	11	-2	17	2	14	1
C=CCn1c(CSc2nc3ccccc3s2)nnc1SCC(=O)NCc1ccccc1	6	-12	-1	18	13	2	1	9	7	4	-3
